# ELG1 repair inh – qHTS screen for small molecules that inhibit ELG1-dependent DNA repair in human embryonic kidney (HEK293T) cells expressing luciferase-tagged ELG1 | 330,000 compounds, 2.3% hits | HEK293T ELG1-luciferase reporter, luminescence, 16 h; DNA damage induced by 5-fluorouridine | Potency, µM (titrated, usually from 46.1 µM), for inactives: at the highest dose activity change, negative = inhibition, actives largely listed as inhibitors | AID 504467, 2011; also: potency is read from the fitted curve at half-maximal effect; % is scaled to controls: 0 for no effect and ±100 for the full control effect; nearly all actives have a fitted effect of over 55% in size
#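 Overnight (16 hr) co-exposure of 2,000 cells/well to 5-fluorouridine and compound at 37 °C preceded detection. Luciferase was quantified via ONE-Glo luminescence; loss of signal denotes inhibition.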
# TSHR antag – Antagonists of the Thyroid Stimulating Hormone Receptor: HTS campaign. activity change, negative = inhibition, % at 11.5 µM. Thyrotropin receptor (Homo sapiens), P16473. 330,000 compounds, 0.2% hits. TSHR-expressing cells, TSH-stimulated cAMP HTRF, 2 h; active compounds read low;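 active = activity change below a set negative limit, meaning inhibition stronger than a set level, cut at about -70% in these data; inconclusive = activity change between two set negative limits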; also: % is scaled to controls: 0 for no effect and ±100 for the full control effect
# Target sequence (P16473 whole entry, looked up): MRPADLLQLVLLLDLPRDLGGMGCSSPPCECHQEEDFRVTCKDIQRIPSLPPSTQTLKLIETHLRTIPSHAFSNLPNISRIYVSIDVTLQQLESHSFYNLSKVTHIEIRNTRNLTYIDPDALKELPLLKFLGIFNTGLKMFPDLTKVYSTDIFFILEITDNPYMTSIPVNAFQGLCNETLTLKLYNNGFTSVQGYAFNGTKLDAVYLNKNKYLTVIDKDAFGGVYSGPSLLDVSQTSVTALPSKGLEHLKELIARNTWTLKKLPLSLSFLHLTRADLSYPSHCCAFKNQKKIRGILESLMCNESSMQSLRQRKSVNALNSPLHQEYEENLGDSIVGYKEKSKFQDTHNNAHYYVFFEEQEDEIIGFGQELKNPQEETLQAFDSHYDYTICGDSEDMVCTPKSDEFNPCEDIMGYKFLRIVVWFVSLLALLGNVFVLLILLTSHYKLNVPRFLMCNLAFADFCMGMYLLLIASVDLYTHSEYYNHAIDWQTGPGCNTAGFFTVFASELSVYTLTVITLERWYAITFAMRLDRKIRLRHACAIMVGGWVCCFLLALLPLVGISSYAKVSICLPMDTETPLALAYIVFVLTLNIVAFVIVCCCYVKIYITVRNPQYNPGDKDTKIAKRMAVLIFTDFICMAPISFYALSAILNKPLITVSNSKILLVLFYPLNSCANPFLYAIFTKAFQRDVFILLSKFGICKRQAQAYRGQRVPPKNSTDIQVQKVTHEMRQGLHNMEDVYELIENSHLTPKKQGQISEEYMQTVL
#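 Read-out is FRET at 665 nm (cryptate excitation 337 nm) from a cryptate-tagged anti-cAMP antibody, competed by cell cAMP against cAMP-d2. Compounds are tested on freshly harvested TSHR cells challenged with 4nM TSH (EC80) for 2 hours at 37 deg C.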
# Mito fusion yeast – qHTS Assay for Small Molecule Inhibitors of Mitochondrial Division or Activators of Mitochondrial Fusion; Potency, µM (series often up to 46.1 µM), without a hit: at the highest dose growth rescue (activation), hits mostly activators; 320,000 compounds, 0.23% hits; S. cerevisiae fusion-defective mutant growth rescue, CellTiterGlo 48 h; AID 485298, 2010;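 also: potency is read from the fitted curve at half-maximal effect; % of control where 0% means no effect; nearly all actives have a fitted effect of over 45% in size; temperature-sensitive fusion mutants such as fzo1-1 at 37 °C on non-fermentable ethanol glycerol medium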
#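 Compounds are tested for their ability to restore growth of mitochondrial fusion-defective yeast strains at non-permissive 37C in YPEG medium over 48 hours. Viability is quantified by luciferase luminescence.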
# PTAP TSG101 blk – qHTS Assay for Iinhibitors of HIV-1 Budding by Blocking the Interaction of PTAP/TSG101; Fluorescence polarization, FITC-PTAP peptide / Tsg101 binding; Potency, µM (titrated, usually from 115 µM), inactives show at the highest dose activity change, negative = inhibition, hits mostly inhibitors; 340,000 tested, under 10 active; active = well fitted inhibition curve with a large enough effect in the main read-out, with a control signal flat, not every such curve was filed as active; inconclusive = small, poorly fitted or top-dose-only effect, or effect the other way, or a change in a side signal; inactive = no such curve, though single readings can be large or run the other way; also: potency is read from the fitted curve at half-maximal effect; % of control where 0% means no effect
#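 Fluorescence anisotropy tracks displacement of a FITC-tagged PTAP peptide (50 nM) from the Tsg101 binding domain (10 uM), following a 20 min room-temperature incubation at pH 7.5.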
# Tb PFK inh – qHTS Assay to Find Inhibitors of T. brucei phosphofructokinase. ATP-dependent 6-phosphofructokinase (Trypanosoma brucei brucei), O15648. 330,000 compounds, 0.17% hits. AID 485367, 2010. T. brucei PFK, ADP-Glo luminescence. Potency, µM (top dose mostly 57.5 µM), for inactives: at the highest dose activity, negative = inhibition, actives largely listed as inhibitors;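 also: potency is read from the fitted curve at half-maximal effect; 0% = uninhibited 1x PFK enzyme wells and -100% = no-enzyme wells; nearly all actives have a fitted effect of over 60% in size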
#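 ADP-Glo luminescence quantified ADP after 45 min at room temperature, with 1.25 nM T. brucei PFK, 0.1 mM ATP and 0.5 mM fructose-6-phosphate in pH 8.0 TEA buffer. qHTS titrations up to 57 µM; curves classified by quality.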
# B2AR arrestin – qHTS assay of beta-arrestin-biased ligands of beta2-adrenergic receptor; AID 492947, 2010; Potency, µM (titrated, usually from 46.1 µM), for the others: at the top dose activation, most hits filed as activators; 330,000 compounds, 0.02% hits; Beta-2 adrenergic receptor (Homo sapiens), P07550; beta-arrestin recruitment to beta2AR, cell-based reporter;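 also: potency is read from the fitted curve at half-maximal effect; 0% = DMSO controls and full agonism = EC100 isoproterenol or metaproterenol; nearly all actives have a fitted effect of over 65% in size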
# uPA surface inh – qHTS for Inhibitors of Cell Surface uPA Generation. Potency, µM (highest dose often 38.3 µM), for inactives: top-dose activity change, negative = inhibition, hits mostly inhibitors. cell surface uPA generation assay, qHTS. 330,000 compounds, 0.31% hits; active = well fitted inhibition curve with a large enough effect; inconclusive = small, poorly fitted or top-dose-only effect; inactive = no such curve, though single readings can be large or run the other way; tested in mouse RAW 264.7 cells; also: potency is read from the fitted curve at half-maximal effect; % is scaled to controls: 0 for no effect and ±100 for the full control effect; nearly all actives have a fitted effect of over 55% in size
# TCR act – Activators of T cell receptors: qHTS campaign | primary human leukocytes, anti-CD3, IL-2 HTRF, 48 h | AID 504894, 2011 | Potency, µM (highest dose often 9.22 µM), inactives show top-dose activation of IL-2 secretion, usual class: activators | 330,000 tested, under 10 active; also: % of control where 0% means no effect
#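 Primary human leukocytes were stimulated with a-CD3 beads plus compounds for 48 hr without co-stimulation; secreted IL-2 was quantified by HTRF using a-IL-2-K (europium cryptate) and a-IL-2-d2, excited at 320nm with acceptor emission read at 665nm.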
# USP2a inh – qHTS Assay for Inhibitors of Ubiquitin-specific Protease USP2a Using CHOP2 as the Reporter; USP2 core, Ub-CHOP2 coupled fluorogenic reporter, 485/531; Potency, µM (doses to about 38.3 µM), for inactives: top-dose activity change, negative = inhibition, hits mostly inhibitors; 330,000 compounds, 0.01% hits;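 also: potency is read from the fitted curve at half-maximal effect; plate controls were DMSO wells for no effect and full inhibition by NEM control for full effect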
#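 Cell-free coupled assay: 10nM USP2 core preincubated 30min RT with compound in Tris-HCl pH 8.0/CaCl2/CHAPS buffer, then 25nM Ub-CHOP2 and 25nM reporter substrate; fluorescence (Ex 485/Em 531) read after 60min RT, normalized to NEM inhibition, concentration-response curves fitted.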
# Chronic BCR inh – qHTS Assay to Find Inhibitors of Chronic Active B-Cell Receptor Signaling. ABC-DLBCL IkBa-CBG/CBR reporter, luminescence ratio, 4 h. Potency, µM (series often up to 46.1 µM), inactives show at the top dose ratio change, negative = lower green/red ratio, usual class: inhibitors. AID 493014, 2011. 340,000 compounds, 0.05% hits; active = well fitted inhibition curve with a large enough effect in the signal ratio, with a control signal flat, not every such curve was filed as active; inconclusive = small, poorly fitted or top-dose-only effect, or effect the other way, or a change in a side signal; the % refers to the signal ratio;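 also: potency is read from the fitted curve at half-maximal effect; plate controls were basal doxycycline-induced cells for no effect and cells given 10 µM MG132 for full effect; MG132 reads +100%, hits lower the ratio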
#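 TMD8 ABC-DLBCL cells carrying doxycycline-inducible green luciferase fused to IkappaBalpha plus unfused red luciferase were exposed to compounds (up to 46 uM) for 4 hrs at 37C. Activity came from the overlap-corrected green/red luminescence ratio.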
# Eya2 phos inh – qHTS Assay for Inhibitors of the Phosphatase Activity of Eya2; 330,000 compounds, 0.006% hits; recombinant Eya2, OMFP fluorescence dephosphorylation (OMFP is methylfluorescein phosphate); AID 488837, 2010; Potency, µM (series often up to 76.9 µM), for the others: at the top dose activity, negative = inhibition, hits mostly inhibitors; Protein phosphatase EYA2 (Homo sapiens), O00167; also: potency is read from the fitted curve at half-maximal effect; % is scaled to controls: 0 for no effect and ±100 for the full control effect
#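 Eya2 protein (added as 0.2 uM solution) was preincubated with compound for 10 min at ambient temperature in 50 mM HEPES pH 7.5, 50 mM NaCl, 5 uM MgCl2, 0.05% BSA, 1 mM DTT. OMFP (added at 50 uM) then reacted 10 min; fluorescence read at 485/525 nm.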
# * = called active by the depositor; ? = inconclusive; / = not tested or not shown; [ ] = another dose, or the depositor's remark. Unless noted, calls follow the shape of the dose curve; as a rule, active = well fitted curve in the direction sought with a large enough effect; inconclusive = small, poorly fitted or top-dose-only effect, or another doubt; inactive = no such curve, though single readings can be large; an effect the other way counts as inactive or inconclusive. Compounds as they come, and some 3% of all compounds hit somewhere here.
SMILES,ELG1 repair inh,TSHR antag,Mito fusion yeast,PTAP TSG101 blk,Tb PFK inh,B2AR arrestin,uPA surface inh,TCR act,USP2a inh,Chronic BCR inh,Eya2 phos inh
O=C(Nn1cnc2ccccc2c1=O)c1ccc([N+](=O)[O-])cc1,25%,2,1%,-1%,-9%,-0.2%,3%,-3%,2%,0%,-14%
CCC(C)C(=O)Nc1nc(-c2ccc3c(c2)NC(=O)CO3)cs1 (stereo unspecified),-14%,2,-11%,-5%,1%,-0.6%,-6%,/,3%,5%,-6%
COc1ccc(Cc2nnc(SCc3nc4ccccc4c(=O)[nH]3)o2)cc1,0%,9,-3%,-1%,-1%,-0.2%,-1%,4%,1%,?,-12%
Cc1ccc(S(=O)(=O)NC(CC(C)C)C(=O)N2CCOCCOCCOCCOCC2)cc1 (stereo unspecified),1%,3,-3%,-2%,0%,-0.1%,/,-3%,0%,-15%,-3%
CC(C)(C)c1cc(C(=S)N2CCN(CCO)CC2)cc(C(C)(C)C)c1O,-1%,9,12%,3%,30µM*,0.1%,/,1%,-1%,-1%,-4%
C/C(=N\Nc1nc2ccccc2[nH]1)c1ccc(Cl)s1,?,-8,?,3%,-7%,-0.7%,-9%,-7%[46.1 µM],2%,?,2%
CCCCOC(=O)c1ccc(NC(=S)N2CCN(c3ncc4c(=O)c(C(=O)O)cn(CC)c4n3)CC2)cc1,?,-5,-1%,2%,16%,-0.1%,-18%,-4%,-4%,6%,?
Cc1[nH]c(=S)c(C#N)c(C)c1CCC#N,1%,-7,8%,-3%,-30%,-0.8%,4%,0%,1%,-10%,-7%
CCCn1cc(C(=O)N(C)C2CCCN(Cc3ccccc3F)C2)c(C)n1 (stereo unspecified),-3%,7,0%,-1%,3%,0.3%,14%,-19%,-2%,-6%,4%
CCc1nc2nc(C)c(NS(=O)(=O)c3ccc(Cl)s3)c(=O)n2[nH]1,7%,-8,8%,-13%,5%,-0.9%,3%,-4%,-9%,-3%,-4%
Cc1ccc(C(=O)N/C(=C/c2cccs2)C(=O)NCCCn2ccnc2)cc1,2%,3,-7%,-1%,5%,-0.2%,1%,-1%[46.1 µM],-6%,-1%,-4%
COc1ccc(O)c(C(=O)c2cnn(-c3ccccc3)c2)c1,?,-12,-17%,-1%,-1%,-0.3%,1%,8%,-2%,?,14%
CCOc1ccc(S(=O)(=O)N(CC(=O)Nc2cccnc2)c2ccc(F)cc2)cc1,?,10,-1%,-4%,-1%,0.2%,-2%,6%,0%,8%,-15%
O=C(COc1ccc(Cl)cc1Cl)N/N=C/CCc1ccccc1,14%,-4,-1%,-7%,-13%,-0.3%,-11%,8%,1%,-5%,5%
OC(CNCc1ccncc1)c1ccccc1 (stereo unspecified),-2%,-3,1%,2%,3%,2.9%,-5%,2%,1%,-2%,-6%
COc1ccc(Cl)cc1NC(=O)CN(C)CC(=O)Nc1c(C)n(C)n(-c2ccccc2)c1=O,18µM*,-5,1%,-4%,0%,0.0%,4%,-1%,-4%,1%,-14%
O=C1c2cccc3cccc(c23)C(=O)N1OS(=O)(=O)c1ccc(Br)cc1,12%,6,-9%,-1%,0%,-0.7%,3%,3%[46.1 µM],3%,0%,1%
COc1ccc(-c2nc(CN3CCC(C(=O)N4CCOCC4)CC3)c(C)o2)c(OC)c1,-6%,4,-1%,0%,-6%,0.4%,-3%,1%,0%,-5%,3%
Cc1c(C(=O)O)[nH]c2c1C(=O)CC(c1ccc(Cl)cc1)C2 (stereo unspecified),12%,-6,-3%,0%,4%,0.4%,5%,-1%,-1%,2%,8%
O=C(C1CC(=O)N(c2ccc(Cl)cc2)C1)N1CCN(Cc2ccc3c(c2)OCO3)CC1 (stereo unspecified),-17%,-7,-10%,-5%,1%,0.0%,0%,-1%,2%,-10%,-18%
C/C(=N\Nc1ccc(C#N)cc1[N+](=O)[O-])c1ccc(O)cc1,-6%,5,-2%,-15%,-2%,-0.4%,-10%,1%,-1%,-9%,1%
CC1CC(C)CN(Cc2nc3c(c(=O)n(C)c(=O)n3C)n2CCN2CCOCC2)C1 (stereo unspecified),-20%,3,1%,1%,5%,0.1%,4%,-3%,-1%,0%,13%
Cc1cccc(Cn2c(N3CCN(C)CC3)nc3c2c(=O)n(C)c(=O)n3C)c1,-4%,8,3%,2%,-6%,0.5%,-2%,/,0%,1%,-13%
O=C(COc1ccc(-c2ccccc2)cc1)N/N=C/c1cc(O)ccc1Br,4%,-5,-22%,-1%,8%,0.1%,-1%,-11%,-4%,6%,0%
COCCNC(=S)Nc1ccc2[nH]c(=O)[nH]c2c1,-7%,-4,3%,-3%,0%,0.1%,2%,9%,3%,-1%,8%
OCC(O)CSc1nc(-c2ccccc2)nc2c1CCC2 (stereo unspecified),?,-15,4%,-4%,14%,0.4%,-9%,2%[46.1 µM],1%,-4%,-1%
COP(=O)(OC)c1nc(-c2cccc3ccccc23)oc1NCc1ccccc1,?,3,6%,0%,0%,-0.1%,-1%,0%[46.1 µM],3%,?,-11%
CCOC(=O)C1(C)NC(c2cccc(C)c2)C2C(=O)N(c3ccccc3)C(=O)C21 (stereo unspecified),11%,41,0%,1%,8%,-0.2%,-8%,0%,-1%,2%,-5%
Cc1ccc(Cn2ncc3c(N4CCN(C5CCCC5)CC4)ncnc32)cc1,-18%,-14,6%,-1%,1%,0.2%,-3%,-2%,1%,-18%,-7%
CC1(c2ccc(Cl)cc2Cl)NC(=O)N(CC(=O)NC2CCCCC2)C1=O (stereo unspecified),-16%,2,-6%,-4%,-2%,0.2%,18%,12%,2%,?,-1%
COc1cccc(CNC(=O)CN(C)S(=O)(=O)c2ccc3c(c2)c(=O)n(C)c(=O)n3C)c1,-7%,-2,-2%,-1%,2%,0.0%,4%,7%,0%,1%,12%
O=C(NCc1ccc2c(c1)OCO2)C1CCCN1C(=O)Nc1ccccc1 (stereo unspecified),7%,4,2%,-5%,11%,0.5%,7%,0%,-1%,-3%,0%
COc1ccc(CCC(=O)Nc2nc3ccccc3[nH]2)cc1OC,-8%,4,0%,1%,-5%,0.5%,0%,-2%,4%,16%,9%
COc1ccc(C(=O)N2CCN=C2SC)cc1,6%,11,-5%,2%,-5%,-0.4%,3%,/,-1%,1%,5%
O=C(COc1ccc(Cl)cc1Cl)NC(=S)Nc1ccc(CN2CCOCC2)cc1,-1%,-18,-4%,0%,9%,-0.3%,-1%,3%,-1%,?,1%
O=C(NC(=S)Nc1ccc(S(=O)(=O)Nc2ncccn2)cc1)c1cccc(Br)c1,25%,25,6%,-9%,-1%,-0.7%,2%,1%,-1%,?,6%
O=C(c1ccc(Cl)cc1)C1CCN(CC(=O)N2CCCCC2)CC1,2%,2,-6%,-1%,-1%,0.0%,1%,-7%,1%,5%,5%
Cc1ccc(-n2c(C)nnc2SC(C)C(=O)N2CCCC2)cc1 (stereo unspecified),7%,12,2%,-5%,2%,0.0%,1%,4%,3%,3%,-20%
Cc1ccc(C(=O)NCCNS(=O)(=O)c2ccccc2[N+](=O)[O-])cc1,-25%,5,0%,-3%,1%,-1.0%,2%,9%,-1%,3%,-8%
COc1ccccc1OCCOc1ccc(/C=N/n2cnnc2)cc1,5%,3,-4%,-3%,-6%,0.0%,4%,3%,3%,?,10%
COc1cccc(-c2cc(C(F)(F)F)nc(N3CCCCC3)n2)c1,-2%,-4,-5%,0%,4%,0.2%,7%,-139%,1%,?,?

# Assay outcomes (PubChem BioAssay)
